MITF primary: inhibitors of human MITF; O75030; AlphaScreen MITF homodimerization, bead proximity signal; inhibition, % at 2.6 µM; actives 0.91% (n = 650,000); AID 1259374; in the data active = inhibition above about 50%;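 also: 0% = vehicle wells with protein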
GPR151 ag: activates the human receptor GPR151. AID 1508602. activation, % at 11.2 µM. PathHunter beta-arrestin GPR151 cells, luminescence. actives 1% (n = 650,000); in the data active = activation above about 4.9%;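 also: 0% = median of compound wells and 100% = cells with positive control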
Target sequence (Q8TDV0 whole entry, looked up): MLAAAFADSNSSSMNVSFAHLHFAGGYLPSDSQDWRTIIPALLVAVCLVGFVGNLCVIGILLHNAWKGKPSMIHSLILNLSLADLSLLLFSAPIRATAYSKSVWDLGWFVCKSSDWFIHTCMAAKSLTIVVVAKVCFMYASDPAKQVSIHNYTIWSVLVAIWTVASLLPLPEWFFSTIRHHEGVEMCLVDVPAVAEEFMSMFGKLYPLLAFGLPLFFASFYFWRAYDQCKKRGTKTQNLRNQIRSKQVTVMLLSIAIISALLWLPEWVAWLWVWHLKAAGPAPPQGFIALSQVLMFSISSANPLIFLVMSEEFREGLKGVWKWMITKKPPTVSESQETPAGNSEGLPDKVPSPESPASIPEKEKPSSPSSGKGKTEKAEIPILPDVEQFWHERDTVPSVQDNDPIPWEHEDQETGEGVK
FBW7 activator: activators of human E3 ligase FBW7. Q969H0. AlphaScreen FBW7–phospho-cyclin E peptide binding, activator screen. normalized activity (activation), % at 26.1 µM. actives 0.13% (n = 650,000); in the data active = normalized activity above about 1.9%;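 also: purified mutant Fbw7 with reduced substrate affinity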
Target sequence (Q969H0 whole entry, looked up): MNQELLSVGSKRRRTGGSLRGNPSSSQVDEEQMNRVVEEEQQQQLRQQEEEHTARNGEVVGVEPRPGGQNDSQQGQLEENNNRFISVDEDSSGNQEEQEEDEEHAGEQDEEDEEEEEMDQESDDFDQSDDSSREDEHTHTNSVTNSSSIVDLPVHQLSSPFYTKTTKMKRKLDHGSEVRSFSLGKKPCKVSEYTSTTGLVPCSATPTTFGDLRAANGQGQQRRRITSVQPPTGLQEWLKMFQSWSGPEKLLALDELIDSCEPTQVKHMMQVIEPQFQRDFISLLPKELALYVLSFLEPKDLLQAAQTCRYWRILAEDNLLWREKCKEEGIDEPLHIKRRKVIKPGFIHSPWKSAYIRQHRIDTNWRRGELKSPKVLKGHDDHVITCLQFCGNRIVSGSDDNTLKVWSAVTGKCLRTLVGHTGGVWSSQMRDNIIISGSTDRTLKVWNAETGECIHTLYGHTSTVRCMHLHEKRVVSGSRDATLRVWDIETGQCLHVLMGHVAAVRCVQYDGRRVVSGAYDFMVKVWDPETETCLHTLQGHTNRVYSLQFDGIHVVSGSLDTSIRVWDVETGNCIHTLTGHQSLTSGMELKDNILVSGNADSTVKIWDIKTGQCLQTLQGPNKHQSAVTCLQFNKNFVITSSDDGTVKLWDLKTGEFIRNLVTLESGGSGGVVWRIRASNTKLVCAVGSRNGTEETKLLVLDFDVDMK
TEAD-YAP inh: TEAD-YAP interaction inhibition; inhibition, % at 9.12 µM; actives 1.4% (n = 640,000); HEK-TIYL cells, TEAD-Gal4/YAP UAS-luciferase luminescence; in the data active = inhibition above about 32%;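 also: 0% = median of test compound wells and 100% = reference inhibitor wells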
An asterisk follows results filed as active; i = inactive.

SMILES	MITF primary	GPR151 ag	FBW7 activator	TEAD-YAP inh
Cc1ccc(C(C)C)c(Oc2ccccc2NC(=O)c2cc(Br)cc(Br)c2O)c1	-2	3.2	0.0	7
Cc1ccc(S(=O)(=O)N(C)C)cc1NC(=S)NNc1nc2ccccc2[nH]1	-10	1.7	-0.1	-12
Cc1nnc(SCCNCc2c(C(=O)N(C)C)nc3ccc(Cl)cn23)s1	17	-0.7	0.0	-6
NS(=O)(=O)c1ccc(-c2ccc(/C=C3\Sc4ccccc4C3=O)o2)cc1	-3	-0.4	-0.1	-5
O=C(NCc1ccccc1Cl)c1ccc2c(=O)n(C3CCCCC3)c(SCc3cccc(Cl)c3)nc2c1	15	-0.7	0.1	-10
COc1ccccc1NC(=O)C1=C(C)NC(=O)NC1c1ccc(C)cc1 (centres undefined)	0	-0.7	0.0	4
Cn1c(Nc2cccc(C(=O)NCc3ccccc3)c2)nc2ccccc21	0	0.5	0.0	-3
COCCCNCc1c(C(=O)O)c(C)n(Cc2ccccc2F)c1C	11	0.4	-0.3	-6
CCSc1nnc(NC(=O)c2n[nH]c(=O)c3ccccc23)s1	13	-0.6	0.1	-3
O=C(NC1=NCCS1)c1cccc2c(Br)cccc12	-18	0.3	-0.1	-42
Cc1cccc(Nc2cc(C)c(C#N)c3nc4ccccc4n23)c1	0	0.6	-0.1	-4
Cc1ccccc1OCC(=O)Nc1nc(C(C)(C)C)cs1	1	0.3	-0.1	0
CCC1=NN(C(=O)c2cccc(Br)c2)C(O)(c2cccnc2)C1 (centres undefined)	10	-0.8	0.0	-17
COc1ccc([C@@H]2C[C@H]3CN(C4Cc5ccccc5C4)C(=O)[C@]34CCCN24)c(F)c1	-8	0.2	0.0	5
COc1cc(C(=O)c2ccccc2)c(OC)cc1C(=O)Nc1cc(C)c(OC)c(C)c1	4	3.8	-0.3	-10
CCCCOC(=O)c1ccc(NC(=O)CSc2nc3ccccc3o2)cc1	1	0.4	0.1	-31
CCOC(Cn1c(SCC(=O)NCCc2ccccc2)nc2ccccc2c1=O)OCC	-9	0.0	-0.4	4
Cc1nc(N2CCN(c3ccccn3)CC2)c2c(C)c(C(=O)N3CCCCC3C)sc2n1 (centres undefined)	-9	-1.0	0.1	4
CCOC(=O)C1=C(O)CSC1=NC(=O)c1ccc(OC)cc1	52*	0.0	0.2	-3
CCOC(=O)CC(=O)CP(=O)(c1ccccc1)c1ccccc1	15	-1.9	0.1	2

Not a retest: an excerpt of the list.
SMILES	MITF primary	GPR151 ag	FBW7 activator	TEAD-YAP inh
NS(=O)(=O)c1ccc(-c2ccc(/C=C3\Sc4ccccc4C3=O)o2)cc1	-3	-0.4	-0.1	-5
O=C(NCc1ccccc1Cl)c1ccc2c(=O)n(C3CCCCC3)c(SCc3cccc(Cl)c3)nc2c1	15	-0.7	0.1	-10
COc1ccccc1NC(=O)C1=C(C)NC(=O)NC1c1ccc(C)cc1 (centres undefined)	0	-0.7	0.0	4
Cn1c(Nc2cccc(C(=O)NCc3ccccc3)c2)nc2ccccc21	0	0.5	0.0	-3
COCCCNCc1c(C(=O)O)c(C)n(Cc2ccccc2F)c1C	11	0.4	-0.3	-6
CCSc1nnc(NC(=O)c2n[nH]c(=O)c3ccccc23)s1	13	-0.6	0.1	-3
O=C(NC1=NCCS1)c1cccc2c(Br)cccc12	-18	0.3	-0.1	-42
Cc1cccc(Nc2cc(C)c(C#N)c3nc4ccccc4n23)c1	0	0.6	-0.1	-4
Cc1ccccc1OCC(=O)Nc1nc(C(C)(C)C)cs1	1	0.3	-0.1	0
CCC1=NN(C(=O)c2cccc(Br)c2)C(O)(c2cccnc2)C1 (centres undefined)	10	-0.8	0.0	-17
COc1ccc([C@@H]2C[C@H]3CN(C4Cc5ccccc5C4)C(=O)[C@]34CCCN24)c(F)c1	-8	0.2	0.0	5
COc1cc(C(=O)c2ccccc2)c(OC)cc1C(=O)Nc1cc(C)c(OC)c(C)c1	4	3.8	-0.3	-10
CCCCOC(=O)c1ccc(NC(=O)CSc2nc3ccccc3o2)cc1	1	0.4	0.1	-31
CCOC(Cn1c(SCC(=O)NCCc2ccccc2)nc2ccccc2c1=O)OCC	-9	0.0	-0.4	4
Cc1nc(N2CCN(c3ccccn3)CC2)c2c(C)c(C(=O)N3CCCCC3C)sc2n1 (centres undefined)	-9	-1.0	0.1	4
CCOC(=O)C1=C(O)CSC1=NC(=O)c1ccc(OC)cc1	52*	0.0	0.2	-3
CCOC(=O)CC(=O)CP(=O)(c1ccccc1)c1ccccc1	15	-1.9	0.1	2

Next entries.
SMILES	MITF primary	GPR151 ag	FBW7 activator	TEAD-YAP inh
CCn1c2ccccc2c2cc(NC(=O)CN3C(=O)C4C5C=CC(C5)C4C3=O)ccc21 (centres undefined)	14	0.4	-0.1	-2
CCS(=O)(=O)NCC(c1ccc2c(c1)OCO2)N1CCN(c2ccc(F)cc2)CC1 (centres undefined)	21	0.5	-0.1	-6
O=C(COc1ccc2ccc(=O)oc2c1)Nc1ccc2c(c1)OCO2	-3	1.6	-0.2	-10
O=C(C1CC1)N1CCN=C1SCc1cccc(C(F)(F)F)c1	0	-0.6	-0.1	12
COc1ccc(-c2cnn3c(N4CCCCC4CCO)ccnc23)cc1 (centres undefined)	14	-0.5	0.4	22
CCc1cccc(C)c1NC(=S)N(Cc1ccccc1Cl)C1CCCC1	-6	1.1	-0.1	5
Cc1ccc(NC(=O)c2ccc(F)c(S(=O)(=O)NCc3ccccc3Cl)c2)cc1F	6	1.0	-0.1	-9
CCC(C(=O)Nc1cc(OC)ncn1)n1c2ccccc2c2nc(=O)cc(C)n21 (centres undefined)	-20	2.5	0.0	1
CCN1C(=O)c2cccc3c(S(=O)(=O)Nc4ccccc4C(F)(F)F)ccc1c23	14	0.5	0.0	-10
COC(=O)C1=C(C)NC2=C(C(=O)CC(c3ccccc3Cl)C2)C1c1cc(OC)c(OC)c(OC)c1 (centres undefined)	14	-1.5	0.1	3
CCCOc1ccc([N+](=O)[O-])cc1/C=C1\SC(=S)NC1=O	3	0.7	-0.1	-2
O=C1OC(/C=C\c2cccc([N+](=O)[O-])c2)=NC/1=C/c1ccccc1	-10	-0.3	-0.1	-6
Cc1cc(C)n2nc(SCC(=O)N3c4ccccc4CC3C)nc2n1 (centres undefined)	15	-1.8	0.0	6
O=C(Nc1cc(Oc2ccc(F)cc2)cc(Oc2cccnc2)c1)c1nc2nc(-c3ccccc3)cc(C(F)(F)F)n2n1	-2	-0.5	-0.1	-5
Cc1nnc(SCc2cccc(C#N)c2)n1Cc1ccccc1	9	-2.2	0.1	-2
Cc1cc(=O)[nH]c(N=Nc2c(O)[nH]c3ccccc23)n1	-7	-0.5	-0.1	-30
Cc1ccc(C(=O)Nc2ccccc2[N+](=O)[O-])cc1Cl	13	-2.6	-0.3	-63
CC1CC(C)(C)CC2(C1)NC(=O)N(CC(=O)NCC(c1ccco1)N1CCCCC1)C2=O (centres undefined)	13	-1.3	0.1	9
CC(C)CN1CCC(O)(c2ccc3oc(C(=O)NCc4ccncc4)cc3c2)CC1	-10	0.0	0.1	0
O=C(Cc1cccs1)N/N=C/c1cc(Br)cc(Br)c1O	7	-0.6	0.1	7

Two compounds from above with just GPR151 ag, TEAD-YAP inh and FBW7 activator.
smiles | GPR151 ag | TEAD-YAP inh | FBW7 activator
Cc1nc(N2CCN(c3ccccn3)CC2)c2c(C)c(C(=O)N3CCCCC3C)sc2n1 (centres undefined) | -1.0 | 4 | 0.1
CCn1c2ccccc2c2cc(NC(=O)CN3C(=O)C4C5C=CC(C5)C4C3=O)ccc21 (centres undefined) | 0.4 | -2 | -0.1

(next part)
SMILES	MITF primary	GPR151 ag	FBW7 activator	TEAD-YAP inh
CCN(CC)S(=O)(=O)c1ccc(NC(=O)COc2ccc(Cl)cc2C)cc1	-1	1.2	0.1	9
Fc1cccc(Nc2ncnc3c2cnn3-c2ccc(Cl)cc2)c1	-9	1.1	-0.1	-3
O=C(O)CCNC(=O)c1ccc(C#CC2(O)CCCCC2)cc1	21	-1.2	0.7	2
O=C(O)c1ccc(S(=O)(=O)c2ccc3c(c2)C(=O)N(c2ccccc2O)C3=O)cc1	-5	0.7	-0.1	-10
C/C(=N\NC(=O)c1cccc2ccccc12)c1ccc(F)cc1	5	3.3	-0.1	27
COc1cc(C(=O)/C=C/Nc2ccccc2C)cc(OC)c1OC	1	2.2	-0.1	-29
Brc1ccc2c(c1)cc(-c1nc3ccccc3[nH]1)c1nc3ccccc3n12	-6	-0.5	-0.1	5
CCCCOC(=O)c1ccc(NC(=O)CNC(=O)c2cn(C)nc2OC)cc1	7	-0.5	1.0	5
CCS(=O)(=O)c1ccc(O)c(N2C(=O)c3cccc4cccc(c34)C2=O)c1	-3	1.1	0.0	7
Cc1nnc(N2C(=O)C(O)=C(C(=O)c3cccs3)C2c2cccc(Oc3ccccc3)c2)s1 (centres undefined)	14	-1.6	0.1	-34
Cc1ccc(C(=O)COC(=O)COc2ccccc2O)cc1C	-4	-0.7	0.2	7
Fc1ccccc1Cn1nnc2c(NCc3ccccn3)ncnc21	-3	2.0	0.2	7
COC(=O)c1cccc(N2C(=O)C3C4C=CC(C(OC(C)=O)OC(C)=O)(O4)C3C2=O)c1 (centres undefined)	12	0.6	-0.1	8
CCN(CC)S(=O)(=O)c1ccc(Cl)c(C(=O)Oc2cccc(OC(=O)c3cc(S(=O)(=O)N(CC)CC)ccc3Cl)c2)c1	17	0.5	0.9	-4
Cc1ccc(-c2nc(CS(=O)CC(=O)NC3CCCC(C)C3C)c(C)o2)cc1 (centres undefined)	8	-0.5	-0.2	13
CC(C)N(C(=O)CSc1nnc(NC(=O)C(C)(C)C)s1)C(C)C	1	0.0	0.1	-2
CC(=O)Nc1ccc(S(=O)(=O)Nc2cc(Cl)ccc2Oc2ccccc2)cc1	4	1.0	0.3	3
CN1CCC(CNC(=O)CC2C(=O)NCCN2Cc2ccccc2C(F)(F)F)CC1 (centres undefined)	3	-0.1	0.2	1
CC1(C)C(=O)OC(c2ccc(Cl)cc2Cl)C(C)(C)C1=O (centres undefined)	1	0.1	0.1	-2
COc1ccc(C2C(C(=O)Nc3cc(C)on3)c3ccccc3C(=O)N2c2ccc(OC)cc2)cc1 (centres undefined)	-6	-0.9	0.0	-16
O=C(C1CC(Cc2ccc(F)cc2)=NO1)N1CCC(C(O)c2ccccc2)CC1 (centres undefined)	-10	3.5	-0.1	-48
NC(=O)/C(=C\c1ccccc1)NC(=O)/C=C/c1ccccc1	21	-1.2	0.0	0
COc1cc(-c2cnc3[nH]c(=O)n(CC4CC4)c3n2)cc(OC)c1OC	-8	-1.1	-0.6	-8
CCOC(=O)c1sc(NC(=O)C2COc3ccccc3O2)c(C(=O)OCC)c1C (centres undefined)	8	-0.3	0.2	2
Cc1ccc(C(=O)Nc2ccc(S(=O)(=O)N3CCc4ccccc43)cc2)cc1	-5	0.1	-0.9	-4
NC(=O)c1c(NC(=O)COc2ncnc3sccc23)sc2c1CCC2	17	-1.0	-0.1	-4
COc1ccc(Cc2nc(-c3ccc(OC)cc3)no2)cc1	-16	0.2	0.1	-20
Cc1ccc(C(NC(=O)Nc2ncccn2)C(Cl)Cl)cc1F (centres undefined)	4	0.2	-0.1	14
COc1ccc(Cl)cc1NC(=O)CCS(=O)(=O)c1ccc2c(c1)SCC(=O)N2	7	-1.9	0.1	5
CC(C)OCCCNC(=O)C1c2ccccc2Oc2ccccc21	i	-1.2	-0.2	6
COc1ccc(OC)c(C2NC(=O)C(O)=C2C(C)=O)c1 (centres undefined)	11	0.0	0.0	6
CC(C)[C@H]1CN(Cc2ccco2)CCN1C(=O)c1n[nH]c(=O)c2ccccc12	4	-0.5	0.2	9
COc1c(S(=O)(=O)N2CCN(C)CC2)ccc(Cl)c1Cl	-4	4.3	0.2	5
COC(=O)Cc1nc(Nc2ccc(Cl)c(Cl)c2)c2c(C)c(C)sc2n1	-3	-0.4	0.0	-3
Cc1ccc([N+](=O)[O-])cc1NC(=O)c1ccncc1	-4	-0.4	-0.1	-6
O=c1c2cc3c(cc2nc(SCc2cccc(F)c2)n1Cc1ccco1)OCO3	-5	-0.9	-0.1	-3
Cc1ccnc(NC(=O)Cn2ncc3c2-c2ccccc2OC3)c1	8	-0.7	0.5	17
COCCn1c(SCC(=O)N2CCc3ccccc32)nc2c(c1=O)SC(C)C2 (centres undefined)	-22	1.4	0.3	-1
N#C/C(=C/c1ccc[nH]1)c1ccc(I)cc1	-2	1.2	-0.1	-10
O=[N+]([O-])c1cccc2[nH]cnc12	-1	0.5	-0.1	-1
Cc1ccc(S(=O)(=O)NC(CC(=O)NCCc2ccccc2)c2ccco2)cc1 (centres undefined)	6	1.6	0.2	4
CNc1ccccc1C(=O)Nc1cccc(OC)c1	-10	-3.6	-0.1	-38
CCOc1ccc(CN2CCCC(C(=O)N(C)Cc3ccccc3)C2)cc1 (centres undefined)	46	0.1	-0.2	8
CC(C)(C)c1ccc(Oc2ccc(NC(=O)CCC(=O)OCC(=O)c3cccs3)cc2)cc1	7	0.2	0.7	-17
c1ccc(CSc2ccc3nnc(-c4cccs4)n3n2)nc1	-1	0.6	0.1	-1
CC(=O)Nc1ccc2nc(SCC(=O)Nc3cc(Cl)ccc3C)sc2c1	2	1.0	0.2	1
O=C(COc1ccc(Br)cc1)N/N=C\c1cc([N+](=O)[O-])ccc1O	-5	0.8	0.0	18
COc1ccc(CN2CCC3(CCC(CNC(=O)c4ccco4)O3)CC2)c(Cl)c1OC (centres undefined)	0	0.4	0.8	6
CCc1cc2cc3c(cc2nc1SCC(=O)OC)OCCO3	-13	0.1	0.0	-5
N#Cc1c(NC(=O)c2cc(C3CC3)on2)sc2c1CCCC2	10	-0.1	0.2	-6
O=C(CSc1n[nH]c(-c2ccco2)n1)Nc1ccccc1	11	0.0	0.5	10
CSc1ccc(CNc2ncc(-c3ccccc3)n2C)cc1	26	7.7*	-0.1	-3

Assay outcomes deposited in PubChem BioAssay by The Scripps Research Institute Molecular Screening Center.
